Growth percent in the NCI-60 one-dose screen (48 h, 10 µM unless noted): 100 = growth as untreated, 0 = no growth, -100 = all killed.
RXF 393: RXF 393 renal cancer cells; actives 6.9% (n = 77,000); AID 1794773
NCI-H23: NCI-H23 lung cancer; actives 4% (n = 80,000)
NCI-H226: NCI-H226 lung cancer. AID 1794732. actives 3.5% (n = 79,000)
NCI-H460: NCI-H460 lung cancer. actives 6.8% (n = 82,000). AID 1794736
A498: A498 renal cancer cells; actives 5.4% (n = 76,000)
HT29: HT29 colon cancer. actives 7.4% (n = 81,000). AID 1794748
COLO 205: COLO 205 colon cancer; AID 1794742; actives 7.3% (n = 79,000)
NCI-H522: NCI-H522 lung cancer; actives 8% (n = 78,000)
NCI-H322M: NCI-H322M lung cancer; actives 2.7% (n = 80,000); AID 1794733
The depositor's hits bear a star; [ ] = remark or other dose. How the source made its calls: active means growth percent below 10; inactive means the rest.

Results for CN(Cc1ccccc1)c1nc(Cl)c(C2CC(c3ccccc3)=NN2c2cc(Cl)cc(Cl)c2)s1 (stereo unspecified) ?
RXF 393: 122.6; NCI-H23: 93.3; NCI-H226: 108.2; NCI-H460: 105.0; A498: 120.6; HT29: 84.2; COLO 205: 104.3; NCI-H522: 81.8; NCI-H322M: 102.2

How did C/C(=N/NC(N)=S)c1ccc(O)cc1 do in these assays?
RXF 393: 108.2; NCI-H23: 84.0; NCI-H226: 83.2; NCI-H460: 96.4; A498: 76.3; HT29: 45.7; COLO 205: 101.7; NCI-H522: 63.6; NCI-H322M: 94.0

What do the screens show for `CC(C)CCNCC(C)(C)O`?
RXF 393: 116.6; NCI-H23: 100.6; NCI-H226: 110.8; NCI-H460: 113.7; A498: 104.9; HT29: 102.5; COLO 205: 118.3; NCI-H522: 98.7; NCI-H322M: 105.8

How did COc1ccc(-c2c(C(=O)NS(=O)(=O)C(C)C)n(Cc3cccc(C)c3)c3ccccc23)cc1 do in these assays?
RXF 393: 103.2; NCI-H23: 85.0; NCI-H226: 91.0; NCI-H460: 86.5; A498: 70.3; HT29: 100.4; COLO 205: 111.2; NCI-H522: 81.7; NCI-H322M: 91.5

How did COc1ccc2c(c1)CCNC21C(=O)Nc2ccccc21 (stereo unspecified) do in these assays?
RXF 393: 101.6; NCI-H23: 97.5; NCI-H226: 88.4; NCI-H460: 101.1; A498: 79.1; HT29: 109.4; COLO 205: 126.3; NCI-H522: 96.6; NCI-H322M: 99.7

Results for O=Cc1cn(C(=O)c2ccccc2)c2ccccc12 ?
RXF 393: 101.7; NCI-H23: 97.9; NCI-H226: 96.2; NCI-H460: 115.6; A498: 114.8; HT29: 105.2; COLO 205: 111.1; NCI-H522: 98.0; NCI-H322M: 95.0

What do the screens show for `COc1ccc(C(=O)NNC(=O)c2cc(OC)c(OC)c(OC)c2)cc1Cl`?
RXF 393: 108.8; NCI-H23: 87.0; NCI-H226: 94.8; NCI-H460: 98.2; A498: 99.4; HT29: 66.8; COLO 205: 111.4; NCI-H522: 58.8; NCI-H322M: 93.9

What do the screens show for `CCN(CC)CCOc1ccc(C=O)cc1`?
RXF 393: 109.7; NCI-H23: 101.0; NCI-H226: 105.5; NCI-H460: 107.2; A498: 104.2; HT29: 86.6; COLO 205: 97.0; NCI-H522: 89.1; NCI-H322M: 105.4

Results for COc1ccc(CNCCCN2C(=O)c3ccc4c5c(ccc(c35)C2=O)C(=O)N(CCCNCc2ccc(OC)c(OC)c2OC)C4=O)c(OC)c1OC ?
RXF 393: -91.9*; NCI-H23: -74.8*; NCI-H226: -64.7*; HT29: -76.4*; COLO 205: -43.9*; NCI-H522: -88.6*; NCI-H322M: -60.5*

What do the screens show for `COc1cccc(C(O)C2=CC(=O)c3ccccc3C2=O)c1OC` (stereo unspecified)?
RXF 393: 105.4; NCI-H23: 93.4; NCI-H226: 101.9; NCI-H460: 105.5; A498: 94.1; HT29: 114.3; COLO 205: 98.7; NCI-H522: 100.2; NCI-H322M: 88.6

Results for O=C(Cn1nncc1CN1C(=O)CSC1=O)Nc1cccc2ccccc12 ?
RXF 393: 120.6; NCI-H23: 104.2; NCI-H226: 94.6; NCI-H460: 109.3; A498: 107.9; HT29: 114.4; COLO 205: 112.6; NCI-H522: 98.8; NCI-H322M: 101.9

How did Cc1cc(C)n(C(=O)Cn2cnc3sc(C(N)=O)c(C)c3c2=O)n1 do in these assays?
RXF 393: 105.5; NCI-H23: 110.0; NCI-H226: 107.2; NCI-H460: 109.7; A498: 126.8; HT29: 110.2; NCI-H522: 41.8; NCI-H322M: 117.2

Results for C1CCC(=NN=C2CCCCC2)CC1 ?
RXF 393: 108.1; NCI-H23: 108.6; NCI-H226: 101.3; NCI-H460: 106.9; A498: 109.7; HT29: 101.1; COLO 205: 106.2; NCI-H322M: 102.3

How did CC(=O)OC(C)CC(C)(C)OC(C)=O (stereo unspecified) do in these assays?
RXF 393: 117.6; NCI-H23: 110.8; NCI-H226: 109.5; NCI-H460: 114.0; A498: 118.6; HT29: 100.3; COLO 205: 116.1; NCI-H322M: 95.3

What do the screens show for `CC(=O)N(c1ccccc1)C(C)C`?
RXF 393: 104.1; NCI-H23: 96.7; NCI-H226: 98.4; NCI-H460: 102.4; A498: 84.7; HT29: 104.7; COLO 205: 106.5; NCI-H522: 98.8; NCI-H322M: 102.6

Results for CCOC(=O)/C(C#N)=C(/C)C1CC1 ?
RXF 393: 94.9; NCI-H23: 109.1; NCI-H226: 95.7; NCI-H460: 104.0; A498: 94.1; HT29: 111.5; COLO 205: 107.8; NCI-H522: 110.4; NCI-H322M: 111.7

What do the screens show for `CN(C)CCC(C(=O)c1ccccc1)c1ccncc1` (stereo unspecified)?
RXF 393: 117.2; NCI-H23: 103.5; NCI-H226: 105.7; NCI-H460: 115.3; A498: 102.4; HT29: 96.1; COLO 205: 102.8; NCI-H522: 83.8; NCI-H322M: 89.2

Results for CCOC(=O)c1nc(Oc2ccc(NC(=O)Nc3ccccc3)cc2)c2ccccc2n1 ?
RXF 393: 91.8[5.56 µM]; NCI-H23: 98.8[5.56 µM]; NCI-H226: 88.5[5.56 µM]; NCI-H460: 96.2[5.56 µM]; A498: 49.2[5.56 µM]; HT29: 95.7[5.56 µM]; COLO 205: 115.9[5.56 µM]; NCI-H522: 89.6[5.56 µM]; NCI-H322M: 99.8[5.56 µM]

What do the screens show for `O=Cc1ccc(Cl)c2ccccc12`?
RXF 393: 117.2; NCI-H23: 97.7; NCI-H226: 109.0; NCI-H460: 104.9; A498: 98.8; HT29: 108.5; COLO 205: 118.9; NCI-H522: 108.2; NCI-H322M: 104.9

Results for O=C(O)c1ccccc1N/N=C/c1ccccc1 ?
RXF 393: 96.8; NCI-H23: 94.8; NCI-H226: 91.1; NCI-H460: 98.0; A498: 91.2; HT29: 105.9; COLO 205: 111.8; NCI-H522: 103.5; NCI-H322M: 118.7

How did COc1ccc(CCNc2nc(SC)nc(-c3cccc([N+](=O)[O-])c3)c2C#N)cc1OC do in these assays?
RXF 393: 90.1; NCI-H23: 92.7; NCI-H226: 49.2; NCI-H460: 88.5; A498: 94.8; HT29: 93.6; COLO 205: 112.9; NCI-H522: 66.7; NCI-H322M: 88.2

What do the screens show for `C(=N/N=C/c1ccncc1)/c1ccncc1`?
RXF 393: 104.7; NCI-H23: 101.6; NCI-H226: 103.3; NCI-H460: 105.7; A498: 100.4; HT29: 103.5; COLO 205: 111.4; NCI-H522: 92.1; NCI-H322M: 112.2

Results for CCO/C=C1\SC(=S)N(c2cccc(O)c2)C1=O ?
RXF 393: 102.0; NCI-H23: 106.0; NCI-H226: 96.1; NCI-H460: 106.4; A498: 117.8; HT29: 98.5; COLO 205: 108.9; NCI-H322M: 95.8

What do the screens show for `COc1cc(C(=O)Nc2cc(O)c(C/C=C(\C)CCC=C(C)C)c(O)c2)cc2c1O[C@]1(C)CC[C@@H](O)C(C)(C)[C@H]1C2`?
RXF 393: -40.3*; NCI-H23: 27.8; NCI-H226: 40.5; NCI-H460: 12.4; A498: -25.7*; HT29: -25.5*; COLO 205: -22.2*; NCI-H522: 18.8; NCI-H322M: 48.2

What do the screens show for `COc1ccc(/C=C/C(=O)c2cnccn2)cc1OC`?
RXF 393: 108.2; NCI-H23: 100.1; NCI-H226: 98.9; NCI-H460: 109.3; A498: 111.5; HT29: 91.2; NCI-H522: 65.3; NCI-H322M: 95.4

What do the screens show for `CC(=O)C12OC1CC1C3CC=C4CC(O)CCC4(C)C3CCC12C` (stereo unspecified)?
RXF 393: 99.1; NCI-H23: 107.1; NCI-H226: 92.3; NCI-H460: 103.6; A498: 105.2; HT29: 104.8; COLO 205: 109.9

Results for O=C(Nc1ccncc1)C(=O)c1cn(S(=O)(=O)c2ccccc2F)c2ccccc12 ?
RXF 393: 28.6; NCI-H23: 25.9; NCI-H226: 56.8; NCI-H460: 75.8; A498: 49.7; HT29: 7.5*; COLO 205: 103.1; NCI-H522: -24.6*; NCI-H322M: 97.2

What do the screens show for `Cc1ccc(C(=O)c2ccc(CC(=O)NNC(=O)Nc3ccc(Cl)c(C(F)(F)F)c3)n2C)cc1`?
RXF 393: 91.8; NCI-H23: 92.7; NCI-H226: 92.5; NCI-H460: 83.2; A498: 81.7; HT29: 92.1; COLO 205: 95.6; NCI-H522: 78.9; NCI-H322M: 85.6

Results for Cc1nccc2c3ccc(OCc4cn(-c5ccc(Cl)cc5)nn4)cc3n(CC(C)C)c12 ?
RXF 393: 0.8*; NCI-H23: 14.1; NCI-H226: 42.0; NCI-H460: 17.0; A498: 22.6; HT29: 1.3*; COLO 205: -22.6*; NCI-H522: 1.0*; NCI-H322M: 66.1

How did Nc1c(N=Nc2ccc(-c3ccc(N=Nc4cc(S(=O)(=O)O)c5ccccc5c4O)cc3)cc2)cc(S(=O)(=O)O)c2ccccc12 do in these assays?
RXF 393: 105.1; NCI-H23: 102.7; NCI-H226: 96.9; NCI-H460: 105.4; A498: 104.7; HT29: 101.7; COLO 205: 112.3; NCI-H522: 98.7; NCI-H322M: 103.6

Results for COC(=S)SCN(CSC(=S)OC)c1ccccc1Cl ?
RXF 393: 99.7; NCI-H23: 97.6; NCI-H226: 73.0; NCI-H460: 102.7; A498: 89.2; HT29: 98.8; COLO 205: 111.0; NCI-H522: 87.4; NCI-H322M: 99.6

How did CCOc1ccc(-n2c(CCc3ccccc3)nnc2SCC(=O)N2CCCC2)cc1 do in these assays?
RXF 393: 100.3; NCI-H23: 96.5; NCI-H226: 96.6; NCI-H460: 102.7; A498: 76.2; HT29: 94.9; COLO 205: 100.6; NCI-H522: 81.3; NCI-H322M: 97.8

What do the screens show for `Nc1c(C(=O)Nc2ccc(Cl)cc2)sc2nc3c(cc12)C(=O)CCC3`?
RXF 393: 103.7; NCI-H23: 100.5; NCI-H226: 98.5; NCI-H460: 99.5; A498: 78.1; HT29: 109.7; COLO 205: 117.2; NCI-H522: 108.0; NCI-H322M: 88.4

How did O=S(=O)(NCCNc1nccc(-c2c(-c3ccc(O)cc3)nc3sccn23)n1)c1ccccc1 do in these assays?
RXF 393: 50.3; NCI-H23: 80.9; NCI-H226: 62.9; NCI-H460: 70.6; HT29: 26.7; COLO 205: 37.0; NCI-H522: 85.2; NCI-H322M: 81.6

Results for CCOC(=O)n1cnc2nc(N)nc(SC)c21 ?
RXF 393: 106.0; NCI-H23: 102.9; NCI-H226: 106.7; NCI-H460: 112.3; A498: 120.1; COLO 205: 116.9; NCI-H522: 107.4; NCI-H322M: 117.6

What do the screens show for `COc1ccc2c(c1)oc1c(C)c3c(c(C)c12)C(=O)N(Nc1ccccc1)C3=O`?
RXF 393: 116.4; NCI-H23: 98.5; NCI-H226: 106.0; NCI-H460: 98.9; A498: 116.9; HT29: 105.8; COLO 205: 94.0; NCI-H522: 95.7; NCI-H322M: 95.5

How did CCOC(=O)C1(C(=O)OCC)CC1 do in these assays?
RXF 393: 105.8; NCI-H23: 112.7; NCI-H226: 103.8; NCI-H460: 105.0; A498: 111.6; HT29: 94.8; COLO 205: 104.7; NCI-H322M: 106.1

What do the screens show for `Nc1cc(=O)n(CC(=O)c2ccccc2)n1S(=O)(=O)c1ccccc1`?
RXF 393: 100.9; NCI-H23: 90.1; NCI-H226: 82.4; NCI-H460: 98.1; A498: 102.0; HT29: 105.4; COLO 205: 112.1; NCI-H522: 90.4; NCI-H322M: 100.9

How did CCOC(=O)CCCCC1C(CCCC(=O)OCC)C=NN1C (stereo unspecified) do in these assays?
RXF 393: 121.3; NCI-H23: 108.3; NCI-H226: 111.3; NCI-H460: 114.5; A498: 112.6; HT29: 106.3; COLO 205: 109.3; NCI-H522: 86.9; NCI-H322M: 99.1

What do the screens show for `O=S(=O)(Nc1ccc2ccccc2c1)c1ccccc1`?
RXF 393: 96.1; NCI-H23: 94.1; NCI-H226: 91.5; NCI-H460: 94.1; A498: 71.1; HT29: 89.6; COLO 205: 102.4; NCI-H522: 71.6; NCI-H322M: 84.5

How did Cc1cc(C(C)(C)C)cc(C)c1CC1=NCCN1 do in these assays?
RXF 393: 107.2; NCI-H23: 99.0; NCI-H226: 89.2; NCI-H460: 117.9; A498: 117.1; HT29: 105.1; COLO 205: 92.6; NCI-H522: 105.7; NCI-H322M: 102.3

Screening data: PubChem BioAssay, NCI
